Bioassay records: PubChem BioAssay, several laboratories
OX1R FRET antag: OX1R (human) antagonism; OX1R-expressing cells, FRET antagonist read-out; inhibition, % at 6.6 µM; 330,000 compounds, 1.8% hits; in the data active = inhibition mostly above about 38%, no sharp cut-off; inactive = mostly below about 40%;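 note: 0% = agonist challenge alone and 100% = reference antagonist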
Target sequence (O43613 whole entry, looked up): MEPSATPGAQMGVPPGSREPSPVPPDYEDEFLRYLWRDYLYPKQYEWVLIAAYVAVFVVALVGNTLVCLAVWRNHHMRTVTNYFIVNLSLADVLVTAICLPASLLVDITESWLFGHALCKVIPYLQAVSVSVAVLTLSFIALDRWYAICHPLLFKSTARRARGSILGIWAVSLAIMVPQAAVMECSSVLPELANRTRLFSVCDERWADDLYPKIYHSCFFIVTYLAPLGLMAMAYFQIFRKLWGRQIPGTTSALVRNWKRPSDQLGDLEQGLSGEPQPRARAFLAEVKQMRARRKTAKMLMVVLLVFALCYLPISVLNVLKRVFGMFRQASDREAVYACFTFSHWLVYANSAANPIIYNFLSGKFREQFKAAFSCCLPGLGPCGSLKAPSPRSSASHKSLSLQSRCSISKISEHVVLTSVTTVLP
KCNQ2 block: KCNQ2 potassium channel inhibitors, primary screen, cell-based, CHO-K1, FluxOR thallium flux, B-score (AID 2156). O88943. 20 min; active compounds read low. B-score at 10 µM. 310,000 compounds, 1.1% hits;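 active = fluorescence ratio B-score at most minus 3 library SDs, with starting brightness B-score within 2 library SDs, cut at about -5.5 in these data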
STK33 inh: blocks human STK33 kinase activity; Q9BYT3; purified STK33, MBP phosphorylation, ADP-Glo luminescence; inhibition, % at 10 µM; 320,000 compounds, 0.073% hits; AID 2661;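 active = inhibition at or above 25%, using the most active replicate where run in duplicate; inactive = inhibition below 25%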
Target sequence (Q9BYT3 whole entry, looked up): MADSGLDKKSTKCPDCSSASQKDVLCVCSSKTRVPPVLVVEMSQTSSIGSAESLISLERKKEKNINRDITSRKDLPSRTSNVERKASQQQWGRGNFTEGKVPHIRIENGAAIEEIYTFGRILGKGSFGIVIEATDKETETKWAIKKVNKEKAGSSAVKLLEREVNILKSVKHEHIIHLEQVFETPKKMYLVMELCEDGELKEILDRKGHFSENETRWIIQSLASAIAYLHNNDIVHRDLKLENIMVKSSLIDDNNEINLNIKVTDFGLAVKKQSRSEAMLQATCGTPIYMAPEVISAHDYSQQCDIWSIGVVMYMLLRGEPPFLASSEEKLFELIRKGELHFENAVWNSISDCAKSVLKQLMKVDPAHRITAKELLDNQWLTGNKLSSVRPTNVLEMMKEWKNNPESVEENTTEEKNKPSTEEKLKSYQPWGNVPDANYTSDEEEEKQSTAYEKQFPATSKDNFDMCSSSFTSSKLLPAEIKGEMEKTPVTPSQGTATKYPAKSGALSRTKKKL
Starred values were filed as active, the others as inactive; i = inactive; . = no result given. This is a random part of the collection; 2.7% or so of the library scored in one or more.

Second line of a record: OX1R FRET antag, KCNQ2 block, STK33 inh
- O=C(CCCN1C(=O)/C(=C/c2ccc(F)cc2)SC1=S)NCCCn1ccnc1
  8, i, 1.0
- COc1ccc(C(=O)N2CCCC(CO)(Cc3ccccc3C)C2)o1 (stereo not given)
  15, i, -0.9
- CCOc1ccc(/C=N/NC(=O)C(OC)c2ccccc2)cc1 (stereo not given)
  12, i, -0.5
- COc1ccc(-c2csc(NC(CO)c3nc4ccccc4n3CCOCCO)n2)cc1 (stereo not given)
  25, i, -0.4
- CSc1ncccc1C(=O)Nc1ccccc1N1CCOCC1
  1, ., -0.9
- CC(=O)N(CN1C(=O)C2C3C=CC(C3)C2C1=O)c1cccc(Cl)c1 (stereo not given)
  6, i, -0.3
- COc1ccc(OC)c2c1C(=O)c1ccccc1C2=O
  65*, i, 2.7
- CCOC(=O)C(CC)Sc1nnc2n1C(C)(C)Cc1ccccc1-2 (stereo not given)
  8, i, 0.7
- CC(C)C(OC(=O)c1ccco1)C(=O)NCc1cccs1 (stereo not given)
  4, i, -0.8
- N#Cc1c(-c2ccc(Cl)cc2)c2c([nH]c1=O)-c1ccccc1OC2
  10, i, -1.4
- O=c1[nH]c2ccc(NCc3ccc(OCc4ccccc4Cl)cc3)cc2[nH]1
  ., i, -0.1
- O=c1c(Cc2ccc(F)cc2)c(O)ccn1CCCn1ccnc1
  8, i, 0.0
- COc1ccc2nc(NC(=O)CNS(=O)(=O)c3cccs3)sc2c1
  11, i, 4.2
- CCOc1ccccc1NC(=O)c1nnn(-c2ccc3c(c2)OCCO3)c1N
  28, i, -1.3
- CC(C)CN(C(=O)c1ccc2c(c1)OCO2)C1CCS(=O)(=O)C1 (stereo not given)
  20, i, -0.1
- CCOCCCNC(=O)C(c1ccc(C)cc1)N(Cc1ccc2c(c1)OCO2)C(=O)c1cnccn1 (stereo not given)
  24, i, -1.0
- Cc1ccccc1Oc1nc2c(C)cccn2c(=O)c1/C=C(\C#N)C(=O)NC1CCS(=O)(=O)C1 (stereo not given)
  16, i, -0.9
- CCCC(=O)N(CCc1ccccc1)Cc1nc2ccccc2c(=O)[nH]1
  21, i, -0.5
- COc1ccc(C(=O)NC(CC(=O)O)c2cc([N+](=O)[O-])ccc2Cl)c(SC)c1 (stereo not given)
  18, i, 1.1
- COc1cc(OC)c(NC(=O)Cn2cnc3sc(C)c(S(=O)(=O)N4CCOCC4)c3c2=O)cc1Cl
  9, i, 0.0
- C=CCNc1nc(N(c2ccccc2)c2ccccc2)nc(-n2ccnc2)n1
  10, i, 0.1
- O=S(=O)(NCc1ccco1)c1ccc(Cl)cc1Cl
  29, i, 0.1
- CCOC(=O)c1cc(S(=O)(=O)NC2CCC(C)CC2)cn1C (stereo not given)
  12, i, 0.5
- Cc1ccc2c(c1)N(S(=O)(=O)c1cc(-c3onc(C)c3C)ccc1C)CCO2
  25, i, 1.0
- CC(C)n1cc(CN2CCC(C(=O)Nc3cccc(-c4cscn4)c3)CC2)cn1
  5, i, .
- Cc1cc(NC(=O)CSc2nc3ccccc3c(=O)n2CCCC(=O)NCc2ccccc2)n[nH]1
  5, i, 1.1
- Cc1ccc(OCC(=O)N(Cc2cccc(Cl)c2)C2CCS(=O)(=O)C2)cc1C (stereo not given)
  16, i, -0.6
- CN1C(=O)CC(C(=O)O)SC1=Nc1ccc(F)cc1 (stereo not given)
  28, i, 1.4
- CN(C)Cc1nnnn1-c1ccccc1
  5, i, -1.8
- CCn1c(SCC(=O)NCC2CCCO2)nnc1-c1ccc(S(=O)(=O)N2CCN(C)CC2)cc1 (stereo not given)
  14, i, -1.0
- COc1ccc(C2=NN(C(=O)c3cccc([N+](=O)[O-])c3)C(c3cccc([N+](=O)[O-])c3)C2)cc1 (stereo not given)
  2, i, 1.4
- CC(=O)NCCOc1cccc2ccccc12
  3, i, -0.2
- Cc1ccc(C(=O)NCC(=O)OCC(=O)Nc2ccccc2[N+](=O)[O-])cc1
  31, i, -1.9
- CCc1nc2cccnc2n1-c1ccc(CC(=O)O)cc1
  -6, i, -0.4
- O=C(OC(C(=O)Nc1ccc(Cl)c(C(F)(F)F)c1)c1ccccc1)C1=COCCO1 (stereo not given)
  9, i, -0.9
- N#C/C(=C1\CCCN1)c1nc(-c2ccccc2)cs1
  84*, i, -0.7
- O=C(NC(=S)NC1CCS(=O)(=O)C1)c1ccccc1 (stereo not given)
  17, i, -0.7
- COc1ccc(NC(=O)CN(C)C(=O)CCCc2nc3ccccc3s2)cc1
  20, i, .
- Cc1cccc(C(=O)O/N=C2/CC3CCC2(C)C3(C)C)c1 (stereo not given)
  13, -5.7*, -0.1
- CCCc1ccc(-c2cc(C(=O)NN3CCOCC3)c3ccccc3n2)cc1
  -3, i, 0.1
- CCCCN(CC)CCNC(=O)CNC(=O)Cn1ccc2ccccc2c1=O
  8, i, -2.1
- CCC(NC(=O)c1ccc([N+](=O)[O-])cc1[N+](=O)[O-])c1ccccc1 (stereo not given)
  114*, i, 0.0
- O=c1nc(/C=C/c2cc([N+](=O)[O-])ccc2Cl)cc(C(F)(F)F)[nH]1
  17, i, -2.0
- Cc1ccc(CNS(=O)(=O)c2ccc3c(c2)NC(=O)CS3)cc1
  26, i, 0.1
- Cc1nnc(SCC(=O)NCCN2C(=O)CSC2=O)n1-c1ccccc1
  4, i, -0.8

Structures above that bear a hit mark in KCNQ2 block.
Second line of a record: OX1R FRET antag, KCNQ2 block, STK33 inh
- Cc1cccc(C(=O)O/N=C2/CC3CCC2(C)C3(C)C)c1 (stereo not given)
  13, -5.7*, -0.1

The main list resumes; the 4 compounds before the break are reprinted first.
Second line of a record: OX1R FRET antag, KCNQ2 block, STK33 inh
- CCC(NC(=O)c1ccc([N+](=O)[O-])cc1[N+](=O)[O-])c1ccccc1 (stereo not given)
  114*, i, 0.0
- O=c1nc(/C=C/c2cc([N+](=O)[O-])ccc2Cl)cc(C(F)(F)F)[nH]1
  17, i, -2.0
- Cc1ccc(CNS(=O)(=O)c2ccc3c(c2)NC(=O)CS3)cc1
  26, i, 0.1
- Cc1nnc(SCC(=O)NCCN2C(=O)CSC2=O)n1-c1ccccc1
  4, i, -0.8
- Cn1c(=O)[nH]c(=O)c2c1nc([N+](=O)[O-])n2Cc1ccccc1
  36, -6.2*, -2.7
- COc1ccc2cc(CCNS(=O)(=O)c3ccc(NC(C)=O)cc3)c(=O)[nH]c2c1
  13, i, 0.2
- O=C(COC(=O)/C=C/c1ccc(F)cc1)Nc1cccc(S(=O)(=O)N2CCCC2)c1
  4, i, -0.9
- Cc1ccc(NC(=O)COC(=O)CCOc2ccccc2C)cc1
  15, i, -1.8
- COc1ccc(CCNc2ncnc3c2c(C)c(C)n3CCO)cc1OC
  14, i, -1.1
- COc1ccc(Nc2nc(NCCO)nc(N3CCCC3)n2)cc1
  21, i, 3.3
- CCOCCn1c(N2CCN(c3ccccc3)CC2)nc2c1c(=O)[nH]c(=O)n2C
  11, i, -1.7
- CCOC(=O)c1c(CN2CCN(C)CC2)oc2ccc(OC)cc12
  11, i, 0.2
- CCN1CCN(c2cc(C)c3cc(NC(=S)N4CCN(c5ccc(F)cc5)CC4)ccc3n2)CC1
  19, i, 0.2
- CC(=O)Nc1cc2nc(C)n(Cc3ccccc3)c2nc1C
  2, i, -0.9
- Cc1ccc(Sc2ccc(C(=O)N3CCOCC3)cc2[N+](=O)[O-])cc1
  14, i, -0.4
- Cc1cc(C(=O)COc2ccccc2C(N)=O)c(C)n1CC1CCCO1 (stereo not given)
  45, i, 0.0
- CCCOc1ccc(-c2nc(N)n[nH]2)cc1
  5, i, 0.5
- COc1ccc(C(=O)CN2C(=O)NC3(CCCc4ccccc43)C2=O)c(OC)c1 (stereo not given)
  38, i, -1.4
- Cc1cc(C(=O)N/N=C/c2c(C)n(C)c3ccccc23)n[nH]1
  23, i, 0.0
- CCN(CC)CCNc1ncnc2c1sc1nc(N3CCOCC3)c3c(c12)CC(C)(C)SC3
  2, i, 1.1
- O=C(Nc1ccc(Cl)cc1)Nc1nnc(/C=C/c2ccccc2)s1
  14, i, -0.5
- Cc1cccc(C2CC(c3ccc(F)cc3)Nc3nc(N)nn32)c1 (stereo not given)
  13, i, -0.8
- COc1cccc(/C=N/NC(=O)c2c(-c3ccccc3)noc2C)c1O
  98*, i, -1.2
- CC1(C)CC(Nc2ccc(Nc3ccccc3)cc2)CC(C)(C)N1
  ., i, -1.1
- COc1ccccc1Oc1ccc(S(=O)(=O)Nc2cccnc2)cc1
  31, i, -0.3
- CN1CCN(S(=O)(=O)c2ccc(Cl)cc2)CC1
  6, i, -0.7
- COCCNC(=O)CCCCCN1C(=O)CCC1=O
  19, i, -0.6
- OCC[C@H]1C[C@@H](O)[C@H](O)[C@]2(OCCCc3ccccc32)O1
  20, ., -0.8
- COc1cn(-c2ccccc2)nc1C(=O)Nc1ccccc1
  41, i, -0.4
- Cc1cccc(N2CCN(C(=O)c3ccc4c(c3)OCCO4)CC2C)c1 (stereo not given)
  28, i, -1.0
- CCN1CCN(C(=O)c2cc(-c3cccnc3)nc3ccc(Br)cc23)CC1
  8, -8.3*, -0.2
- Nc1nc(-c2ccc(Cl)cc2Cl)cn1N
  30, i, -0.8
- Cc1c(C(=O)N2CCOCC2)sc2ncnc(N3CCc4ccccc4C3)c12
  25, i, -0.6
- Cc1ccccc1NC(=O)CN1CCC(C(=O)c2ccc3c(c2)OCCO3)CC1
  15, i, 1.2

The listing continues:
SMILES | OX1R FRET antag | KCNQ2 block | STK33 inh
O=C(NCCCn1ccnc1)c1cc(-c2ccc3c(c2)OCO3)on1 | 4 | i | 0.0
O=C1NNC(c2ccccc2)=N/C1=C\c1ccco1 | 19 | i | 1.4
Cc1c(C)n(CCc2ccccc2)c2ncnc(NCCO)c12 | 10 | i | -0.7
CCOc1ccc(NC(=O)N2CCC(c3ccc(C)cc3)C2)cc1 (stereo not given) | 13 | i | -0.5
CCOC(=O)c1c(C)[nH]c(C(=O)COC(=O)/C=C/c2ccc(OC(F)F)cc2)c1C | 1 | i | -1.0
Cc1cc(O)c(/C=N/OCc2ccc(Cl)cc2Cl)c(=O)o1 | 8 | i | -1.6
COC(=O)c1ccc(S(=O)(=O)NNC(=O)c2ccc(S(=O)(=O)N3CCCCC3)cc2)cc1 | -3 | i | 0.0
CC(=O)c1ccc(/C=C/c2nc3ccccc3n2C)o1 | 15 | i | 1.5
COc1ccc(C(C)NC(=O)c2ccncc2)cc1 (stereo not given) | 9 | i | -0.6
Cn1c(N)c(C(=O)COc2ccc(C#N)cc2)c(=O)n(C)c1=O | 13 | i | -2.5
COC(=O)c1cc(C(=O)Nc2ccc(S(N)(=O)=O)cc2)cc([N+](=O)[O-])c1 | 62 | i | -0.5
COc1ccc(/C=C(\NC(=O)c2ccc(OC)c(OC)c2)C(=O)N2CCN(C)CC2)cc1 | 6 | i | 0.3
COc1cc(NC(=O)c2cccs2)c(C(=O)OCC(=O)NC(C)c2ccccc2)cc1OC (stereo not given) | 35 | i | -0.7
Cc1cccc(Nc2c([N+](=O)[O-])cc(C(=O)N3CC(=O)Nc4ccccc43)cc2[N+](=O)[O-])c1 | 23 | i | -3.2
Cc1onc(-c2ccccc2)c1C(=O)Nc1ccc(S(=O)(=O)N2CCOCC2)cc1 | 22 | i | -0.7
COc1ccccc1C(=O)NCC(=O)OC(C)C(=O)NC1CCCCC1C (stereo not given) | 1 | . | -2.3
N#CCCn1c(C2CCCCC2)nc2ccccc21 | 19 | i | -0.5
Cc1ccc(N/C=C2\C(=O)N(c3ccc(F)cc3F)C(c3cccnc3)S2(=O)=O)cc1 (stereo not given) | 7 | i | -0.5
CC(NCC(=O)Nc1ccccc1C(=O)NC1CC1)c1cccc(C(F)(F)F)c1 (stereo not given) | 17 | . | -1.5
NC(=O)C1CC(=O)N(c2ccc(OCC(=O)Nc3ccc(Cl)cc3)cc2)C1 (stereo not given) | 8 | i | -0.5
CC(=O)Nc1c(O)nc(SCC(=O)Nc2nnc(SCc3ccccc3)s2)[nH]c1=O | 22 | i | -2.0
CCCn1c(-c2ccc(F)cc2)cnc1SCC(=O)O | 8 | i | 0.1
O=C(NCCC1CCCCN1S(=O)(=O)c1ccc(F)cc1)C(=O)NCc1cccnc1 (stereo not given) | 20 | i | -1.6
Cc1ccc([N+](=O)[O-])cc1S(=O)(=O)Nc1ccc(C(=O)NCC2CCCO2)cc1 (stereo not given) | 10 | . | -0.7
COc1ccc(/C=C(\NC(=O)c2ccccc2)C(=O)N/N=C/c2ccncc2)cc1 | 14 | i | 0.0
CC(=O)Nc1ccc(N/C=C/C(=O)c2ccc(C)o2)cc1 | 12 | i | 3.3
COC(=O)Cc1ccc2sc(-c3ccccc3)nc2c1 | 21 | i | 10
CSc1cc(C)c(OCC(=O)Nc2ccc(NC(C)=O)cc2)c(C)c1 | 34 | i | -0.9
Cc1ccc(-c2nc(NC(=O)CSc3cc(C)c4ccccc4n3)ns2)cc1 | 18 | i | 0.1
C[C@H](NC(=O)[C@H]1N2C(=O)c3ccccc3C2SC1(C)C)C(=O)N1CCC[C@H]1CO (stereo not given in full) | 11 | i | 0.1
O=C(CSc1ncn[nH]1)Nc1ccccc1C(=O)O | 3 | i | -1.3
COc1ccc(NC(=O)COC(=O)c2cccn2C)cc1S(=O)(=O)N1CCCCC1 | 18 | . | -1.5
Cc1cc(SC(C)C(=O)Nc2ncc(Cl)cc2Cl)nc2ccccc12 (stereo not given) | 13 | i | -0.2
Cc1c([N+](=O)[O-])c([N+](=O)[O-])nn1CC(=O)NCCc1ccccc1 | 12 | i | -2.2
